# Screening results from PubChem.
# RGS7-Gao: modulates binding of RGS7 to human Galphao; P09471; actives 0.35% (n = 220,000); binding response (% of control), % at 10 µM; Multiplexed bead flow cytometry; actives lie on both sides; AID 1439; in the data active = binding response below about 49% or above about 150%; inconclusive = no clear call, values can overlap the other calls; inactive = in between;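 also: fluorescent Galphao held in activated GDP-AlF4 state binding bead-coupled RGS7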
# Bcl-XL Bim block: inhibitors of Bim-Bcl-XL interaction, human | Q07817 | Bim peptide-Bcl-XL binding, bead flow cytometry, fluorescence | inhibition, % at 10 µM | actives 0.04% (n = 190,000)
# GSH fluor: GSH bead compound fluorescence profile; actives 0.25% (n = 190,000); fluorescence (KMESF) at 10 µM; GSH beads flow cytometry, compound fluorescence 488/530 nm; hits give high values; AID 1776; in the data active = fluorescence above about 89;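 also: glutathione beads carrying GST-tagged Bcl family fusion proteins plus one bare bead set; values are compound well signal with DMSO vehicle wells as background; inactives centre near 16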
# Bfl-1 Bim block: inhibitors of Bim-Bfl-1 interaction, human | Q16548 | AID 1008 | actives 0.12% (n = 190,000) | inhibition, % at 10 µM | Bead-based flow cytometry, Bim-Bfl-1 binding inhibition;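 also: 0% = wells without compound plus tracer and 100% = blocker peptide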
# ABCG2 inh: human ABCG2 inhibition, ABCB1 as counter-screen; Q9UNQ0; IgMXP3 cells, JC-1 efflux, flow cytometry; inhibition, % at 6.6 µM; actives 0.1% (n = 190,000);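 active = inhibition above 80%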;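 also: 0% = DMSO and 100% = nicardipine control wells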
# Target sequence (Q9UNQ0 whole entry, looked up): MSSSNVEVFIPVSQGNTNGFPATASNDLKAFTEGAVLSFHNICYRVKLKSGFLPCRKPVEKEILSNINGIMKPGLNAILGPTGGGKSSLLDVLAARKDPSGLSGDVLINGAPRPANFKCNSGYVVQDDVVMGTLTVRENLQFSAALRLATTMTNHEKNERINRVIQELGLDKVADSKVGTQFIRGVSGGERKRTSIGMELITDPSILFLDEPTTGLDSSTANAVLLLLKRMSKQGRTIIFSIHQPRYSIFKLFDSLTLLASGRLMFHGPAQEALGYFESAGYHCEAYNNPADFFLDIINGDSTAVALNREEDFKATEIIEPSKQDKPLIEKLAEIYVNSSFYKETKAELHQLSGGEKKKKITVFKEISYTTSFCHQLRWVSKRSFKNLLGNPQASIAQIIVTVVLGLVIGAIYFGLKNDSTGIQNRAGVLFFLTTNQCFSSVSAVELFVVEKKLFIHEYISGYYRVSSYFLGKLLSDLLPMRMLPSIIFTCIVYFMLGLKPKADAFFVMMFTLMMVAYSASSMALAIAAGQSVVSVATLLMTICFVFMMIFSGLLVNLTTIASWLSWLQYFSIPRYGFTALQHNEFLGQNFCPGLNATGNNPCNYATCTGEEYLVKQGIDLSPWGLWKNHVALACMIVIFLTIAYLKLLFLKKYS
#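 Test system: IgMXP3 (ABCG2) plus far-red-tagged CCRF-Adr (ABCB1) cells / Amount: 3 million cells/mL in well / Reagent: JC-1 transporter substrate / Timing: 10 min compound exposure, 25 °C / Signal: flow cytometry, 530 nm JC-1 signal / Read-out: percent efflux inhibition, scaled nicardipine 100% to DMSO 0% / Benchmarks: nicardipine as high control, DMSO as low control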
# RGS4-Gao reg: modulates binding of RGS4 to human Galphao; P09471; Multiplexed bead flow cytometry; actives lie on both sides; binding response (% of control), % at 10 µM; actives 0.33% (n = 220,000); AID 1415; in the data active = binding response below about 49% or above about 150%; inactive = in between;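 also: fluorescent Galphao activated with aluminum fluoride binding bead-coupled RGS4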
# Bim-Bcl-B: disrupts Bim peptide binding to human Bcl-B. Q9HD36. bead-based flow cytometry. inhibition, % at 10 µM. actives 0.073% (n = 190,000). AID 951;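 also: 0% = tracer peptide without compound and 100% = reference inhibitor peptide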
# ABCB1 block: blocks JC-1 efflux by human ABCB1 transporter | P08183 | CCRF-Adr cells, flow cytometry | inhibition, % at 6.6 µM | actives 0.067% (n = 190,000); in the data active = inhibition above about 40%;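 also: 0% = vehicle and 100% = reference inhibitor; higher value means more JC-1 retained so stronger ABCB1 efflux block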
# Bcl-2 Bim block: human Bim-Bcl-2 interaction inhibition | P10415 | Bead-based flow cytometry, Bim peptide-Bcl-2 binding | inhibition, % at 10 µM | actives 0.06% (n = 190,000) | AID 950; in the data active = inhibition above about 40%; inconclusive = no clear call, values can overlap the other calls;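 also: 0% = no compound wells with probe peptide and 100% = reference peptide inhibitor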
# Target sequence (P10415 whole entry, looked up): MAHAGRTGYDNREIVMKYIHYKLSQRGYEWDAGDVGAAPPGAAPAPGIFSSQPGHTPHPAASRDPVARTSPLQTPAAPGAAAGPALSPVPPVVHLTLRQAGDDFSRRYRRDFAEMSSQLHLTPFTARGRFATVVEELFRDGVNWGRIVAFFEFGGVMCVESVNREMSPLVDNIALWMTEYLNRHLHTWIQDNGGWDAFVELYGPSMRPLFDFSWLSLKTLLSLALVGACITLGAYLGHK
# Bcl-W Bim block: disrupts Bim peptide binding to human Bcl-W; Q92843; bead-based flow cytometry; inhibition, % at 10 µM; actives 0.02% (n = 190,000);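 also: 0% = bound tracer without compound and 100% = peptide blocker; higher means less fluorescent Bim peptide bound to Bcl-W beads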
# Target sequence (Q92843 whole entry, looked up): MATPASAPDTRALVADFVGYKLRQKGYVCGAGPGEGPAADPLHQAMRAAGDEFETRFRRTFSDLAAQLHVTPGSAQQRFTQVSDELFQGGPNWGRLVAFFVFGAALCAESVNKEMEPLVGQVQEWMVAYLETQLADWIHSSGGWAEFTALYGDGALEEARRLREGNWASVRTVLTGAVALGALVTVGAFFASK
# RGS8-Gao reg: modulates binding of RGS8 to human Galphao. multiplexed bead flow cytometry; actives lie on both sides. response (percent of control binding), % at 10 µM. actives 0.34% (n = 220,000); in the data active = response below about 60% or above about 140%; inactive = in between;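 also: Galphao activated as the GDP aluminium fluoride complex binding bead-coupled RGS8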
# * marks the source's active call; other numbers are inactive results; ? = inconclusive; . = not tested or not shown. Rule as the data show it, unless noted: active = inhibition above about 40%.
SMILES,RGS7-Gao,Bcl-XL Bim block,GSH fluor,Bfl-1 Bim block,ABCG2 inh,RGS4-Gao reg,Bim-Bcl-B,ABCB1 block,Bcl-2 Bim block,Bcl-W Bim block,RGS8-Gao reg
CN(C)C(=O)/C(=C\c1cccc(Oc2ccccc2)c1)NC(=O)c1ccccc1,92.9,-3.0,17,-11.0,5.1,94.2,-5.0,0.7,-5.0,0.0,97.1
C=CCc1ccccc1OCCn1ccnc1,115.8,-3.0,11,0.0,2.6,115.3,2.0,0.3,0.0,0.0,124.5
COc1ccc(Cl)cc1N1C(=O)C2CCCN2C1c1ccc(F)cc1 (configuration not stated),104.2,0.0,21,-8.0,1.1,101.7,-3.0,0.3,-5.0,1.0,103.4
CCOC(=O)C1=C(Nc2ccc(C)cc2)CC(C)(O)C(C(=O)OCC)C1c1ccccc1 (configuration not stated),101.0,-1.0,30,-2.0,10.0,101.8,-2.0,1.6,-4.0,0.0,100.0
C=CCO/N=C/C1C(=O)CC(C)(C)CC1=O,100.6,-4.0,9,-1.0,9.2,100.4,-5.0,0.8,-4.0,-3.0,99.4
Cc1cc(C)c(C)c(OCC(=O)O/N=C(\N)c2ccccn2)c1,100.3,1.0,11,-8.0,5.9,100.3,-8.0,0.3,-11.0,2.0,101.6
COC(=O)CSc1nnc(-c2ccc(NS(=O)(=O)c3ccccc3)cc2)o1,96.5,-4.0,44,-13.0,1.1,102.1,-8.0,0.2,-8.0,-3.0,101.2
CCOC(=O)C1C(C#N)=C(N)OC(C)=C1c1ccncc1 (configuration not stated),103.3,0.0,21,0.0,7.1,103.4,1.0,1.3,0.0,-1.0,102.9
COc1ccc(-c2cc(C(F)(F)F)n3nc(C(=O)NCc4ccco4)c(Cl)c3n2)cc1,91.5,0.0,5,-1.0,0.4,95.4,-2.0,0.2,-1.0,0.0,96.9
O=C(O)c1cc(C(=O)O)c(-c2ccccc2)c(C(=O)O)c1,98.0,0.0,14,-1.0,3.9,105.7,1.0,1.0,0.0,1.0,105.9
CCN(CC)CCCNC(=O)Cn1cc2c(n1)CCC(C)C2 (configuration not stated),98.7,-1.0,19,-12.0,-1.4,102.4,-7.0,-1.6,-7.0,3.0,101.6
O=C(CCNC(=O)Cn1ccc2ccccc2c1=O)NCCN1CCc2ccccc2C1,98.3,-4.0,31,-12.0,1.4,103.1,-6.0,0.4,-8.0,-1.0,102.5
Cc1cc(C)nc(SCc2ccc(C(=O)N/N=C/c3cccc(O)c3O)cc2)n1,78.7,-4.0,5,3.0,-3.4,84.2,-4.0,-0.6,-2.0,0.0,91.0
COc1ccccc1Sc1ccccc1/C=N/NC(N)=O,101.3,-2.0,10,-4.0,2.5,99.6,-9.0,0.6,-1.0,1.0,102.2
O=C(N/C(=C/c1ccco1)C(=O)N1CCCCC1)c1cccs1,97.2,-1.0,25,2.0,-0.3,94.2,0.0,-0.3,5.0,-1.0,88.7
Cc1[nH]c(=O)[nH]c(=O)c1S(=O)(=O)N1CCN(c2cccc(Cl)c2)CC1,101.4,-11.0,23,-24.0,8.1,103.5,-9.0,1.5,-9.0,-5.0,98.2
CSc1ccccc1NC(=O)CN(C)CC(=O)Nc1cc(C)ccc1C,101.4,-2.0,16,-8.0,2.9,100.5,6.0,1.0,-8.0,-2.0,107.1
COc1ccc(S(=O)(=O)N2CCCC(C(=O)N3CCOCC3)C2)cc1C (configuration not stated),101.4,-9.0,35,-20.0,8.9,100.9,-8.0,0.7,-11.0,-3.0,99.8
O=C(Nc1cccc(-c2nc3ncccc3o2)c1)c1cc2ccccc2o1,97.3,1.0,20,6.0,-0.9,96.5,-1.0,0.1,1.0,0.0,94.8
Cc1ccc(CC2CC(=O)N(c3nc4ccccc4n3C)C2=O)cc1 (configuration not stated),93.3,-3.0,12,-8.0,7.2,99.3,-4.0,0.8,-6.0,1.0,100.2
Cc1nnc(SCC2=C(C(=O)O)N3C(=O)C(NC(=O)Cn4ncc(Cl)c4C)C3SC2)s1 (configuration not stated),99.3,-6.0,9,8.0,-0.9,95.3,-12.0,0.3,0.0,3.0,94.5
CCc1cccc(OCC(=O)Nc2ccc(S(=O)(=O)Nc3onc(C)c3C)cc2)c1,101.7,-3.0,17,-11.0,-0.6,100.2,-3.0,-0.2,-4.0,0.0,99.8
CCc1nc2ccccc2n1CCC(=O)O,103.8,-5.0,22,-1.0,1.3,104.0,-8.0,0.7,18.0,-4.0,108.8
CC(=O)c1cn(CC(=O)Nc2ccccc2)c2ccccc12,108.3,-4.0,31,8.0,1.3,111.3,4.0,0.1,6.0,8.0,100.5
NS(=O)(=O)c1cc(C(=O)OCC(=O)NC2CC2)ccc1Cl,106.2,-2.0,38,-12.0,-4.9,110.0,-9.0,-0.5,-7.0,-1.0,107.8
Cc1ccccc1-c1ccc(=O)n(CC(=O)Nc2ccc(N3CCOCC3)cc2)n1,.,-3.0,47,0.0,2.1,.,2.0,0.5,1.0,0.0,.
O=C(Nc1nc(-c2ccccc2)cs1)Nc1ccc(F)cc1F,93.2,0.0,15,-3.0,0.8,98.6,-2.0,0.0,-4.0,0.0,100.1
COC(=O)c1cc(OC)c(OC)cc1NC(=O)c1ccco1,97.7,0.0,5,-7.0,0.0,98.8,-6.0,0.2,-4.0,9.0,98.6
Oc1ccc(Br)cc1-c1cc(-c2ccco2)[nH]n1,106.0,-4.0,18,3.0,0.5,95.7,-1.0,-0.1,0.0,0.0,101.4
CCNC(=O)CN(c1ccc(Br)c(C)c1)S(C)(=O)=O,102.2,-3.0,16,-5.0,2.1,103.3,-5.0,1.5,-2.0,-2.0,101.6
O=[N+]([O-])c1ccc(N/N=C/c2ccc(OCc3cccc4ccccc34)cc2)nc1,94.1,-1.0,12,-5.0,-0.5,84.4,-1.0,-0.1,-1.0,0.0,92.6
CCC(C)(C)NC(=O)C(c1cccc(OC)c1OC)N(CC(C)C)C(=O)CCC(=O)Nc1cc(C)on1 (configuration not stated),97.5,0.0,21,-6.0,4.5,103.0,-1.0,1.3,-1.0,0.0,103.5
Cc1ccc(C(=O)C(=S)N2CCOCC2)cc1,109.9,-9.0,9,-12.0,6.4,108.7,-14.0,0.2,-5.0,-9.0,110.4
Nc1sc2c(c1C(=O)NCCc1ccccc1)CCC2,98.9,-10.0,13,-2.0,3.1,100.8,-23.0,0.5,-3.0,-6.0,100.7
Cc1ccc(-n2c(CNC(=O)c3cccs3)nnc2SCC(=O)NO)cc1,92.1,-2.0,14,-8.0,4.9,95.0,-12.0,1.4,-3.0,-1.0,97.7
CCN1CCN(CC(=O)N2N=C(c3cccs3)CC2c2ccc(OC)c(OC)c2)C(=O)C1=O (configuration not stated),104.9,0.0,10,-3.0,0.0,106.5,0.0,0.0,0.0,0.0,103.0
Cc1ccc(-c2cnc(N)n2C)cc1C,106.8,0.0,23,0.0,0.3,105.9,0.0,-0.1,0.0,0.0,110.0
NC(=O)NCc1ccccc1F,98.1,-2.0,11,-4.0,0.5,100.4,-5.0,0.1,-4.0,-1.0,102.4
Cc1ccc(CNC(=O)CCc2nc(-c3cccs3)no2)cc1,101.9,-3.0,28,-13.0,3.0,103.1,-5.0,0.5,-6.0,0.0,102.3
CCc1c(C)sc(NC(=S)NC(C)C2CCCO2)c1C(=O)OC (configuration not stated),94.7,-6.0,13,-3.0,16.3,96.8,-8.0,1.0,-2.0,-4.0,98.3
CCOC(=O)c1ccccc1NC(=O)CSc1ncc(C(=O)OCC)c(N)n1,104.5,-2.0,52,-10.0,1.7,105.2,-6.0,1.1,-9.0,3.0,101.7
CCCc1cc(=O)[nH]c(SCC(=O)Nc2cc(C)on2)n1,98.3,-4.0,8,-2.0,0.1,99.7,-19.0,-0.3,-3.0,-1.0,100.5
CC(C)Cn1c(-c2ccncc2)n[nH]c1=S,102.6,-3.0,15,-1.0,1.2,100.2,-11.0,0.4,-2.0,-4.0,99.6
O=C(CN(Cc1cccs1)C(=O)CNS(=O)(=O)c1ccc(Cl)cc1)NCc1ccco1,95.5,-5.0,57,-12.0,1.3,101.3,-6.0,0.5,-6.0,0.0,99.2
Cc1cnc(C(=O)OCC(=O)Nc2cc(S(=O)(=O)N3CCCCC3)ccc2Cl)cn1,100.8,-6.0,13,-2.0,8.9,101.8,-6.0,0.5,0.0,-2.0,101.3
COc1ccc(CNC(=O)N2CCN(c3ccc(F)cc3)CC2)cc1Cl,?,0.0,11,-1.0,6.8,101.0,0.0,0.5,2.0,3.0,99.4
O=c1c2nnn(Cc3ccccc3)c2ncn1-c1ccccc1,93.9,3.0,26,-13.0,-1.4,92.0,-7.0,0.0,-8.0,0.0,96.0
O=C(Nc1cccnc1Cl)c1cc([N+](=O)[O-])ccc1Cl,96.3,0.0,11,-3.0,1.7,98.8,0.0,0.7,1.0,0.0,103.2

# Shown with values under each structure: 3 of the compounds above.
# Each structure is followed by: RGS7-Gao | Bcl-XL Bim block | GSH fluor | Bfl-1 Bim block | ABCG2 inh | RGS4-Gao reg | Bim-Bcl-B | ABCB1 block | Bcl-2 Bim block | Bcl-W Bim block | RGS8-Gao reg
- Cc1ccc(-c2cnc(N)n2C)cc1C
  106.8 | 0.0 | 23 | 0.0 | 0.3 | 105.9 | 0.0 | -0.1 | 0.0 | 0.0 | 110.0
- NC(=O)NCc1ccccc1F
  98.1 | -2.0 | 11 | -4.0 | 0.5 | 100.4 | -5.0 | 0.1 | -4.0 | -1.0 | 102.4
- Cc1ccc(CNC(=O)CCc2nc(-c3cccs3)no2)cc1
  101.9 | -3.0 | 28 | -13.0 | 3.0 | 103.1 | -5.0 | 0.5 | -6.0 | 0.0 | 102.3

# More entries follow.
SMILES,RGS7-Gao,Bcl-XL Bim block,GSH fluor,Bfl-1 Bim block,ABCG2 inh,RGS4-Gao reg,Bim-Bcl-B,ABCB1 block,Bcl-2 Bim block,Bcl-W Bim block,RGS8-Gao reg
COc1cc(OC)cc(-n2nc(C(=O)NCCCN3CCOCC3)c3ccccc3c2=O)c1,95.5,-8.0,22,-15.0,14.2,97.9,-9.0,4.2,-7.0,-2.0,99.5
CC(C)OC(=O)NCCOC(=O)Nc1ccc(Cl)c(Cl)c1,100.8,-7.0,18,-8.0,7.5,101.9,-5.0,0.0,0.0,-5.0,103.6
Cc1ccc(NC(=S)Nc2cccc3cnccc23)cc1C,100.9,-2.0,17,-2.0,7.6,101.1,-6.0,0.9,0.0,1.0,105.2
O=C(Nc1ccncc1)c1ccc(S(=O)(=O)Nc2ccccc2)cc1,96.2,-1.0,8,-6.0,0.1,99.4,-4.0,-0.2,0.0,0.0,103.1
C/C(CC(=O)Nc1cccc(C(F)(F)F)c1)=N\NC(=O)C(=O)NCC(C)C,86.3,-2.0,23,-10.0,13.4,99.8,-5.0,0.1,-2.0,-4.0,98.6
Cc1cccc(C(=O)Nc2ccc(O)c3c(=O)cc(-c4ccccc4Cl)oc23)c1,93.4,-6.0,14,-3.0,4.5,97.9,-3.0,0.5,-2.0,-3.0,101.6
Cc1ccc(C(=O)CSc2n[nH]c(C)n2)cc1,104.8,-3.0,29,-11.0,-0.1,105.6,-10.0,-0.4,-6.0,-2.0,100.0
